# KB-3-1 tox: KB-3-1 parental cell cytotoxicity | KB-3-1 viability, CellTiter-Glo ATP luminescence, 72 h | Potency, µM (highest dose often 46.1 µM), for inactives: top-dose activity change, negative = cytotoxic, hits mostly cytotoxic | hit rate 1.4% among 400,000; also: potency is read from the fitted curve at half-maximal effect; % is scaled to controls: 0 for no effect and ±100 for the full control effect; nearly all actives have a fitted effect of over 60% in size
#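 Cytotoxicity in the drug-sensitive parental line KB-3-1 was scored as loss of CellTiter-Glo luminescence following 72 h incubation with compound. Values come from curve fitting of normalized concentration-response data.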
# SW480 rereplic: induces DNA re-replication in SW480 colon adenocarcinoma cells. Potency, µM (top dose mostly 46.1 µM), for inactives: top-dose re-replication activation, hits mostly activators. AID 624297. SW480 DNA re-replication, Hoechst DNA content imaging, 48 h. hit rate 1.8% among 340,000; also: potency is read from the fitted curve at half-maximal effect; % of control where 0% means no effect; nearly all actives have a fitted effect of over 55% in size
#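 Treated cells incubate 48 hr (37 C, 5% CO2), are stained 40 min with Hoechst, and nuclear fluorescence is enumerated; a rise in nuclei with high DNA signal marks re-replication.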
# KB-V1 cytotox: KB-V1 MDR subline cytotoxicity | KB-V1 MDR cells viability, CellTiter-Glo, 72 h | Potency, µM (series often up to 46.1 µM), inactives show at the highest dose activity change, negative = cytotoxicity, hits mostly cytotoxic | hit rate 3.4% among 400,000; also: potency is read from the fitted curve at half-maximal effect; % is scaled to controls: 0 for no effect and ±100 for the full control effect; nearly all actives have a fitted effect of over 60% in size
#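 Potencies derive from concentration-effect curves fitted to normalized luminescence (CellTiter-Glo) of KB-V1 cells treated for 72 h at 37 degrees C in phenol-red-free DMEM containing 10% FBS.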
# IL1B secr inh: inhibitors of inflammasome signaling (IL-1 beta secretion); activity change, % at 57.5 µM; hit rate 4.7% among 360,000; THP-1 LPS/ATP IL-1B secretion, AlphaLISA, 16 h; active compounds read low; in the data active = activity change below about -50%; inconclusive = mostly about -30% to -49%; also: % is scaled to controls: 0 for no effect and ±100 for the full control effect
#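 Secreted IL-1B measured by AlphaLISA bead assay after 16 h compound exposure of THP-1 cells; compounds (final up to 57.5 uM) added 1 h before LPS (250 ng/mL) and ATP (1.25 mM) stimulation; lower signal means less secretion.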
# GLP1R ag: activates the human GLP-1 receptor; AID 624172; Potency, µM (doses to about 45.6 µM), for the others: at the highest dose activation, most hits filed as activators; hit rate 0.007% among 380,000; HEK293 GLP-1R CRE-luciferase, luminescence, 4-6 h; cells express a hypersensitive GLP-1R form; also: potency is read from the fitted curve at half-maximal effect; % of control where 0% means no effect
# Target sequence (P43220 whole entry, looked up): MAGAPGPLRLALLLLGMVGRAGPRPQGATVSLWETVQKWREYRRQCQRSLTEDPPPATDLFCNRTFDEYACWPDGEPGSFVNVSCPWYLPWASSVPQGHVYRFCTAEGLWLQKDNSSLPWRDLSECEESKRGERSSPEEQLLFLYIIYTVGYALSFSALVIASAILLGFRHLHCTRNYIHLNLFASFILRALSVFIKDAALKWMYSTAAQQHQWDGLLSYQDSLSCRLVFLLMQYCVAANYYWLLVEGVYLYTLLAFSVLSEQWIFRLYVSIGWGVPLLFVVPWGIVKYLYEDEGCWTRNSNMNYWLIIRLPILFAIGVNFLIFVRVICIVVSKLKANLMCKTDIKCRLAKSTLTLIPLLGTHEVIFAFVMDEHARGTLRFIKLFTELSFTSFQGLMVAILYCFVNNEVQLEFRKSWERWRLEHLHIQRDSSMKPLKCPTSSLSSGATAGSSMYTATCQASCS
# D3 antag: antagonists of human D3 dopamine receptor. D3R cells, DiscoveRx beta-arrestin luminescence, antagonist mode; active compounds read low. P35462. max response, negative = inhibition, %. AID 652054. hit rate 2.5% among 360,000; in the data active = max response below about -50%; inconclusive = no clear call, values can overlap the other calls; also: % is scaled to controls: 0 for no effect and ±100 for the full control effect; mostly tested at two doses, the higher about 12 µM
# Target sequence (P35462 whole entry, looked up): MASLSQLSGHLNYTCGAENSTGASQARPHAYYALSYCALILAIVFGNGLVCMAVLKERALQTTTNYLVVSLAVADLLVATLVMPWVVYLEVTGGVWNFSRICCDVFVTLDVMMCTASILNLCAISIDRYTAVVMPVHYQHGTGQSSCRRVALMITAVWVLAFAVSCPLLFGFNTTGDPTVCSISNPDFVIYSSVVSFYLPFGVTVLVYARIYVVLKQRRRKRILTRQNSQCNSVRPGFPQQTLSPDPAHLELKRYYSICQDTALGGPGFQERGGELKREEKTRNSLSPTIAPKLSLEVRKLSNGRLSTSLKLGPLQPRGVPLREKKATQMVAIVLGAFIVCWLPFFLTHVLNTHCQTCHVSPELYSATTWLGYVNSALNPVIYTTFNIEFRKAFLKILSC
#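 Cells plated overnight at 1500 cells/well, then exposed to library compounds with dopamine controls for 90 minutes at 37 degrees C. DiscoveRx reagent added for 30–60 minutes at room temperature; luminescence read, quantitative HTS format.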
# D3 ag: D3 dopamine receptor (human) agonism; D3R DiscoveRx beta-arrestin cells, luminescence, 90 min; P35462; max activation, %; hit rate 0.58% among 410,000; AID 652048; in the data active = max activation above about 30%; also: 0% is about no effect; mostly tested at two doses, the higher about 12 µM
#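 Cells at 1500/well, incubated overnight, then treated with pinned compounds (dopamine as control) for 90 min at 37 degrees C. DiscoveRx reagent added for 30 - 60 minutes at room temperature; luminescence read.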
# HT1080-NT tox: kills 2HG-producing HT-1080-NT fibrosarcoma cells; HT-1080-NT fibrosarcoma viability, CellTiter-Glo ATP luminescence, 48 h; Potency, µM (titrated, usually from 46.1 µM), without a hit: at the top dose activity, negative = less viability, hits mostly cytotoxic; hit rate 1.6% among 360,000; AID 686970;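 also: NT is the 2HG producing partner of a matched IDH1 knockdown line; potency is read from the fitted curve at half-maximal effect; 0% = DMSO-treated cells and -100% = media-only wells without cells; nearly all actives have a fitted effect of over 55% in size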
#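 750 cells/well, RPMI + 5% FBS; 2 h settle, compound pin-transfer, 48 h at 37 degrees C. CellTiter-Glo 10 min RT, luminescence. Normalized to DMSO and media-only wells.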
# HT1080 IDH1KD tx: kills HT-1080 cells with IDH1 knockdown; HT-1080 IDH1 knockdown viability, ATP luminescence, 48 h; Potency, µM (top dose mostly 46.1 µM), without a hit: at the top dose activity, negative = toxicity, actives largely listed as cytotoxic; hit rate 2% among 360,000;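 also: potency is read from the fitted curve at half-maximal effect; 0% = DMSO wells and -100% = cell-free medium wells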
#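 % activity derives from luminescence (CellTiter-Glo), normalised to DMSO and no-cell wells. HT-1080-IDH1KD cells, 750/well, had 48 h compound exposure at 37 °C.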
# The depositor's hits bear a star; ? = inconclusive; / = not tested or not shown; & = joins results of further samples; [ ] = remark or other dose. Unless noted, calls follow the shape of the dose curve; as a rule, active = well fitted curve in the direction sought with a large enough effect; inconclusive = small, poorly fitted or top-dose-only effect, or another doubt; inactive = no such curve, though single readings can be large; an effect the other way counts as inactive or inconclusive.
# Sequence of screens: KB-3-1 tox	SW480 rereplic	KB-V1 cytotox	IL1B secr inh	GLP1R ag	D3 antag	D3 ag	HT1080-NT tox	HT1080 IDH1KD tx
Cc1ccc(S(=O)(=O)N(C)c2c(C)ccc(S(=O)(=O)N3CCN(C)CC3)c2C)cc1
 : -14%	?	0%	1	0%	0	-7	-4%	-2%
CN1CCN(C(=O)CCN2C(=O)/C(=C\c3ccc(Cl)cc3)SC2=S)CC1
 : -28%	13%	0%	-22	-1%	-12	-8	3%	0%
O=C(CN1C(=O)CSC1=O)N1CCCCC1
 : 15%	-4%	19%	9	-12%	4	8	17%	21%
Nc1c(C(=O)CCC(=O)O)oc2ccc(Cl)cc12
 : 7%	-8%	-14%	28	-6%	-3	-6	-4%	-5%
CC(C)c1ccc(Nc2nc(Cl)nc(Cl)n2)cc1
 : -20%	-3%	5%	3	7%	-4	-4	-6%	-6%
O=C(Nc1ccc2c(c1)OCO2)Nc1ccccn1
 : -1%	-2%	-13%	-14	-6%	19	1	13%	0%
COc1ccc(CCNc2nc(-c3ccncc3)cs2)cc1OC
 : -29%	-5%	?	-21	-1%	1	1	-14%	-20%
CCOC(=O)N1CCN(c2nc(-c3ccc(Cl)cc3)cs2)CC1
 : -2%	12%	1%	-1	1%	-4	0	6%	29%
COc1ccccc1-n1cnc2cc(NC(C)=O)ccc21
 : 15%	-1%[9.22 µM]	3%	-23	6%	7	1	12%	8%
CN(Cc1ccccc1Cl)C(=O)C1CCC(=O)N(C2CCCCCC2)C1 (centres undefined)
 : -1%	-5%	0%	-21	18%	-5	-7	18%	4%
O=C(NCc1ccco1)c1cc2sccc2n1Cc1ccccc1
 : -11%	15%	16µM*	-18	11%	-6	2	?	?
CCOC(=O)C1(C)Oc2cccnc2NC1=O (centres undefined)
 : 7%	-9%	-5%	-70*	0%	-5	-6	3%	0%
Cc1ccc(NC(=O)CCN2CCC(C(N)=O)CC2)cc1
 : -2%	-6%	6%	10	5%	22	1	12%	15%
COc1ccc(OCC(=O)Nc2ccc3oc(=O)ccc3c2)cc1
 : -1%	0%	0%	-8	4%	-12	-3	4%	15%
CCc1ccccc1NC(=O)Cn1nnc(C(=O)NCc2cccc(OC)c2)c1N
 : 7.3µM*	?	?	18	3%	-2	3&3	-3%	?
CCOC(=O)C1=C(CN2CCN(c3cc(C)ccc3C)CC2)NC(=O)NC1c1ccccc1 (centres undefined)
 : ?	/	?	/	-2%	/	10	/	/
O=C(Nc1ccc2oc(-c3ccncc3)nc2c1)c1ccc2c(c1)OCO2
 : -6%	-5%	-18%	-4	-3%	-11	-5	5%	0%
Cc1ccccc1-n1c(O)c(C=NC2CCS(=O)(=O)C2)c2ccccc2c1=O (centres undefined)
 : -1%	-19%	10%	-1	-1%	23	1	-5%	0%
N#Cc1c(NC(=O)C(=O)NCCCN2CCOCC2)sc2c1CCC2
 : 7%	2%	-7%	14	1%	-19	-8	9%	4%
NC(c1ccccc1)c1csc(Nc2ccc(S(N)(=O)=O)cc2)n1 (centres undefined)
 : 17%	/	-4%	42	-4%	0	1	1%	0%
COc1ccc2cc(C=NS(=O)(=O)c3ccc(C)cc3)n(C)c2c1
 : 2%	-1%	7%	16	-7%	1	-17	-5%	0%
CC(C)c1ccc(C(=O)COC(=O)C(O)c2ccccc2)cc1 (centres undefined)
 : 26%	1%	-1%	-4	-2%	7	-5	-2%	8%
COc1ccc(S(=O)(=O)N2CCCCCC2)cc1NC(=O)CCc1cc(OC)c(OC)c(OC)c1
 : 1%	-2%	0%	-14	5%	-1	2	-1%	-16%
C[C@@H]1CCCCCCCCCCC1=O
 : -6%	-8%	19%	12	-3%	5	0	12%	-1%
CC(NC(=O)CSc1n[nH]c(=O)[nH]c1=O)C1CC2CCC1C2 (centres undefined)
 : 18%	?	?	6	1%	5	3	10%	11%
CCOc1cc(/C=C2/NC(=S)NC2=O)ccc1OCc1ccc([N+](=O)[O-])cc1
 : -14%	28%	1%	-14	-1%	14	9	-4%	-5%
Cc1ccc(NC(=O)c2c(F)cccc2Cl)cc1S(=O)(=O)N1CCOCC1
 : -1%	-8%	0%	0	1%	-12	1	1%	0%
CCN(Cc1nc2cc(OC)c(OC)cc2c(=O)[nH]1)C(=O)c1ccc(S(=O)(=O)N(C)C)cc1
 : -17%	-8%	11%	50	-5%	14	-4	-10%	-1%
CC1CCN(S(=O)(=O)c2ccc3ncn(CC(=O)Nc4ccccc4C(F)(F)F)c(=O)c3c2)CC1
 : -13%	/	14%	/	0%	/	-5	/	/
S=C(Nc1cc(Cl)cc(Cl)c1)N1CCCC1
 : -19%	-15%	-6%	2	5%	4	2	14%	2%
Cc1cccc(-n2c(SCC(=O)N3CC(=O)Nc4ccccc43)nc3ccccc3c2=O)c1
 : 4%	18%	-19%	?	4%	9	-4	?	-20%
CCOC(=O)c1cnc2cc(Cl)c(OC)cc2c1Nc1ccc(Br)cc1C
 : 5%	/	0%	/	0%	/	-11	/	/
Cc1cc(C)cc(N(C(C)C(=O)NCc2ccc3c(c2)OCO3)S(C)(=O)=O)c1 (centres undefined)
 : ?	-13%	-2%	9	10%	25	0	-3%	-2%
COc1ccc(/C=C/C(=O)NC(=S)N2CCN(c3ccccn3)CC2)cc1
 : -2%	6%	-21%	0	-2%	0	-14	2%	0%
CC(=O)NCCc1c[nH]c2ccc(OCC(O)CNC(C)(C)C)cc12 (centres undefined)
 : -1%	-38%[inhibitor]	0%	-9	-4%	-29	-4	0%	12%
CCCC(C)NC(=S)NC(=O)c1cc(S(=O)(=O)N2CCOCC2)ccc1C (centres undefined)
 : -2%	0%	-7%	-2	10%	0	-1	1%	1%
COc1cccc(CNC(=O)CCNS(=O)(=O)c2ccc3c(c2)oc(=O)n3C)c1
 : 0%&1%	-12%	-29%&14%	5	-3%	1	4&8	-12%	-2%
COc1cccc(NC(=O)NCc2ccccc2F)c1
 : 0%	-6%	4%	-2	-2%	10	1	9%	8%
O=c1c2c(nc3nc(CCc4ccccc4)[nH]n13)CCC2
 : -6%	-3%	-4%	0	-26%	0	-4	-2%	-2%
CCOc1ccccc1N1CCN(c2nc3ccccc3nc2C(C#N)C(=O)OC(C)C)CC1 (centres undefined)
 : ?	-16%	2%	-29	2%	27	6	4%	-3%

# Grouped by structure: the compounds so far with a thiophene ring, fused or not
# Sequence of screens: KB-3-1 tox	SW480 rereplic	KB-V1 cytotox	IL1B secr inh	GLP1R ag	D3 antag	D3 ag	HT1080-NT tox	HT1080 IDH1KD tx
O=C(NCc1ccco1)c1cc2sccc2n1Cc1ccccc1
 : -11%	15%	16µM*	-18	11%	-6	2	?	?
N#Cc1c(NC(=O)C(=O)NCCCN2CCOCC2)sc2c1CCC2
 : 7%	2%	-7%	14	1%	-19	-8	9%	4%

# (next part)
# Sequence of screens: KB-3-1 tox	SW480 rereplic	KB-V1 cytotox	IL1B secr inh	GLP1R ag	D3 antag	D3 ag	HT1080-NT tox	HT1080 IDH1KD tx
CCOC(=O)[C@H]1[C@H]2COc3ccc(Br)cc3[C@@H]2N2C(=O)CN(Cc3ccccc3)C(=O)[C@@]12C
 : -27%	0%	10%	-26	6%	12	-3	0%	5%
CCN(C(=O)Cc1c(C(=O)O)n(C)c2ccccc12)c1cc(OC)ccc1OC
 : 0%	-1%	-4%	12	-2%	46	-23	-6%	0%
O=C(O)Cc1sc(N/N=C\c2ccccc2)nc1-c1ccccc1
 : -2%	-6%	5%	3	1%	-13	9	1%	13%
O=c1[nH]c(CN2CCCCC2)nc2c1C1(CCCCC1)Cc1ccccc1-2
 : 0%	-7%	?	14	-5%	-4	10	18%	10%[9.24 µM]
CCCCCN(C(=O)CCC(=O)OC(C)C(=O)Nc1ccccc1C)c1c(N)n(CCCC)c(=O)[nH]c1=O (centres undefined)
 : -3%	/	7%	-26	-3%	15	1	2%	-3%
CC1(C)CC(=O)C(C=NCCN2CCNCC2)=C(O)C1
 : 12%	17%	?	-22	-3%	-5	-1	-1%	6%
CCCOc1ccc(CN(CCO)CCO)cc1C(=O)OC
 : 1%	?	15%	24	5%	-12	-12	6%	5%
COc1cc2c(cc1OC)C(c1ccc(-c3cc(Cl)ccc3Cl)o1)=NCC2
 : ?	16µM*	5.2µM*	-93*	22%	27	10	-7%	-7%
CCC/C=N/NC(=O)CNC(=O)c1ccccc1Cl
 : 9%	-2%	-25%	30	3%	21	4	17%	20%
CC(C)(C)c1ccc(OCc2ccc(C(=O)NN)o2)cc1
 : 0%	2%	1%	-11	14%	34	8	-14%	2%
COc1ccccc1C(=O)NCCC(=O)NCCOc1ccc(C)cc1
 : 1%	/	-3%	-9	-7%	22	2	9%	7%
O=C(/C=C/[C@H]1O[C@@H](n2ccc(=O)[nH]c2=O)[C@H](O)[C@@H]1O)NCc1ccccn1
 : 0%	/	-12%	22	8%	10	6	18%	18%
CC(C)CN(CC(C)C)C(=O)C12CCC(C)(C(=O)O1)C2(C)C (centres undefined)
 : -1%	1%	-2%	3	4%	-13	1	13%	-3%
C=CCNc1nnc(-c2ccncc2)s1
 : -1%	-11%	10%	-19	-4%	20	-1	8%	10%
CC1(C(=O)Nc2cccc3ncccc23)CCN1C(=O)Cc1ccc(-c2ccccc2)cc1 (centres undefined)
 : 0%	/	-2%	-10	-1%	85	6	?	?
CC(C)CN(C1CCS(=O)(=O)C1)S(=O)(=O)c1ccc(C(C)C)cc1 (centres undefined)
 : -4%	1%	-4%	-9	10%	3	-3	11%	11%
CC1=C(C(=O)OCC2CCCCC2)C(c2ccccc2F)NC(=O)N1 (centres undefined)
 : 0%	-9%	?	/	11%	6	11	26%	12%
CCOc1ccc(-n2c(=O)cc(N3CCN(c4ccc(F)cc4)CC3)[nH]c2=O)cc1
 : 16%	3%	-17%	17	3%	-114*	-2	11%	12%
COC(=O)N(C)C[C@@H]1OCc2cnnn2CCCC(=O)N([C@@H](C)CO)C[C@@H]1C
 : 4%	/	0%	1	2%	-15	-7	0%	0%

# Screening data as filed in PubChem BioAssay.
